# Screening results: PubChem BioAssay, several laboratories
# CDK5 inh: CDK5/p35 (human) kinase inhibition. 330,000 tested, 0.01% active. Q00535+Q15078. inhibition, % at 10 µM. Recombinant CDK5/p35, ADP-Glo luminescence, 60 min;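 active means highest replicate inhibition of at least 50% and at least 75% of replicates reaching 50%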;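 further: plate controls were DMSO neutral control for no effect and GW8510 at 10 µM for full effect; many of its hits are not listed in these tables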
# Target sequence (Q00535 whole entry, looked up): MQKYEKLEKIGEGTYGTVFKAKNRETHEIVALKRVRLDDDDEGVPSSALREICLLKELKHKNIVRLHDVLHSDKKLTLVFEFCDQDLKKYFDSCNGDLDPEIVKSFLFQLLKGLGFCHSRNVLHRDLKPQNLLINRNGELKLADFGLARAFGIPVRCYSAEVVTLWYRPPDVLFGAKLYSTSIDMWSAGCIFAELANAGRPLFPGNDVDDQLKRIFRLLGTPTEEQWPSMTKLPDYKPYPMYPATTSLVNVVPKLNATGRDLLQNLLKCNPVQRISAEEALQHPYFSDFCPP
# Target sequence (Q15078 whole entry, looked up): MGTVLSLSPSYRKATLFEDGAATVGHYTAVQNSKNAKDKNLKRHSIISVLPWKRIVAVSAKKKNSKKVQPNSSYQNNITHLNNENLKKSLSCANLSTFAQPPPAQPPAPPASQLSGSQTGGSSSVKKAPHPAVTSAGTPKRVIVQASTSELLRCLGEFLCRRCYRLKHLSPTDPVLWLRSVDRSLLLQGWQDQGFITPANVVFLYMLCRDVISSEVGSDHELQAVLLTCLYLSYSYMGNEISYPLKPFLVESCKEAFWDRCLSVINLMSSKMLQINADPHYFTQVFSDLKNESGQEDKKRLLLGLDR
# Wnt bcat act: Wnt/beta-catenin pathway activation. activation, % at 9.35 µM. Wnt/beta-catenin reporter cell assay, activator, plate reader. 300,000 tested, 1.2% active; in the data active means activation above about 30%, passing the limit was not always enough;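 further: 0% = neutral control wells and 100% = positive control wells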
# HTR5A ag ctr: activates human HTR5A in OPRM1-OPRD1 agonist counter-screen | P47898 | HTR5A agonist assay, luminescence, cell-based | activation, % at 9.3 µM | 340,000 tested, 0.61% active; in the data active means activation mostly above about 9.5%, no sharp cut-off; inactive means mostly below about 7.6%;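 further: 0% = cells with vehicle only and 100% = reference agonist; strong numbers were not always called active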
# NSD2 HMT inh: blocks human histone methyltransferase NSD2. AID 743445. 310,000 tested, 0.54% active. O96028. NSD2 peptide methylation, AlphaScreen, 120 min. inhibition, % at 12.5 µM; in the data active means inhibition above about 50%
# V-ATPase pH: alters yeast V-ATPase proton transport. S. cerevisiae, pHLuorin cytosolic pH fluorescence. response, % at 10 µM. 350,000 tested, 0.37% active. AID 504577; in the data active means response mostly above about 7.3%, no sharp cut-off; inactive means mostly below about 5.4%; further: actives read high; inactives centre near 0; some compounds called inactive have numbers as strong as hits; reference of the scale not given here
# HTR5A inv ctr: HTR5A inverse agonism, opioid heterodimer counter-screen; P47898; HTR5A cell line, luminescence; inhibition, % at 9.3 µM; 340,000 tested, 0.083% active; AID 504634; in the data active means inhibition mostly above about 23%, no sharp cut-off; inactive means mostly below about 18%;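 further: 0% = cells with DMSO and 100% = no-cell wells with DMSO; some compounds called inactive have numbers as strong as hits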
# dFosB act: enhances mouse delta FosB homodimer DNA binding; 340,000 tested, 0.99% active; activation, % at 25 µM; P13346; purified delta FosB, TAMRA-CDK5 oligo fluorescence polarization; percent of positive-control signal above neutral wells;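 active means mean activation above about 17%, with every replicate also reaching it, limit read from the data, passing the limit was not always enough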;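 further: fluorescence polarization rise as delta FosB binds a TAMRA Cdk5 AP-1 oligo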
# Target sequence (P13346 whole entry, looked up): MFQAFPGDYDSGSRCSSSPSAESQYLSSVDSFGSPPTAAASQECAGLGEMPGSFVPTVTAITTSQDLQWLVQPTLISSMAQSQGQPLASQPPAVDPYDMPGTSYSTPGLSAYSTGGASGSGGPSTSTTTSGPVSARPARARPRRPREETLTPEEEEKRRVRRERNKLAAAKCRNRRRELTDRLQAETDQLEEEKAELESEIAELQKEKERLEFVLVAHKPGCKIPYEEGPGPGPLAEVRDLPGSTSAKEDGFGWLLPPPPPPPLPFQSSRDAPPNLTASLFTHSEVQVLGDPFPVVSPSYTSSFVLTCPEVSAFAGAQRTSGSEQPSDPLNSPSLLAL
# PvdQ acylase: blocks Pseudomonas aeruginosa PvdQ acylase activity. purified PvdQ acylase, fluorescence plate reader. inhibition, % at 10 µM. 340,000 tested, 0.063% active. AID 488965; in the data active means inhibition above about 30%, passing the limit was not always enough;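 further: 0% = vehicle neutral wells and 100% = reference inhibitor wells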
# MITF act: MITF TRPM1 promoter activation in melanoma cells. 300,000 tested, 0.75% active. SK-MEL-5 TRPM1-promoter luciferase, 24 h; % of positive control, neutral wells = 0. activation, % at 12.5 µM;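 active means mean activation of at least 80% with every replicate also reaching 80%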;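 further: 0% = neutral control wells and 100% = parthenolide positive control wells; values of inactives mirror those of a sister screen read the other way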
# SR-BI DiI inh: inhibitors of mouse SR-BI mediated HDL lipid uptake | ldlA[mSR-BI] CHO cells, DiI-HDL uptake fluorescence, 3 h | Q61009 | inhibition, % at 12.5 µM | 320,000 tested, 0.96% active;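 active means mean replicate inhibition of at least 70% and a set share of replicates each scoring 70 or more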;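 further: 0% = median of neutral control wells and 100% = median of positive control wells; values of inactives mirror those of a sister screen read the other way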
# * hit, by the source's call; . = no result given; & = joins results of further samples. Compounds as they come; about 5% have a hit in one of these screens.
SMILES,CDK5 inh,Wnt bcat act,HTR5A ag ctr,NSD2 HMT inh,V-ATPase pH,HTR5A inv ctr,dFosB act,PvdQ acylase,MITF act,SR-BI DiI inh
COCCN(Cc1cc2cc3c(cc2nc1Cl)OCO3)C(=O)c1cccc(C)c1,-0.3,-1,-2,.,2,5,-6,0,-10,10
S=c1[nH]nc(-c2ccc(Br)cc2)n1-c1ccc2c(c1)OCCO2,2.5,3,0,-1,5,9,-8,0,.,.
COc1ccc(NC(=O)C2CCCN(S(=O)(=O)c3ccc(Cl)cc3)C2)cc1OC (stereo not drawn),0.4,-2,-1,-4,1,9,-6,-12,-9,51
CC(OC(=O)C1CC1)C(=O)Nc1cccc(S(=O)(=O)N2CCOCC2)c1 (stereo not drawn),3.4,-1,-5,-2,-1,19,-1,0,-10,-7
Cc1ccc(C(=O)NC(=S)NCC2CCCO2)cc1Br (stereo not drawn),-3.7,-1,0,-1,-5,16,-4,-11,24,15
COC(=O)CCN(C(=O)c1ccc(C)c([N+](=O)[O-])c1)c1ccccn1,0.3,-11,0,1,2,1,9,3,-10,-6
CCS(=O)(=O)c1ccc2oc(SCC(=O)N3c4ccccc4CC3C)nc2c1 (stereo not drawn),-0.1,-4,-4,1,-3,-4,-4,-11,.,29
CCOC(=O)c1ccc(-n2c(-c3ccco3)nc3ccccc3c2=O)cc1,0.8,-7,-3,-1,1,-2,-12,-9,.,-11
CCn1cc(C(=O)NCc2ccco2)c(=O)c2cc(S(=O)(=O)N3CCc4ccccc4C3)ccc21,0.1,-11&0,-1,2,6,1,-15,-11,-9,5
CC(=O)Nc1ccc(S(=O)(=O)NCCc2ccccc2)cc1,0.6,.,2,1,-3,21,2,-10,-4,2
Cc1[nH]n(-c2ccccc2)c(=S)c1C=NCCCN=Cc1c(C)[nH]n(-c2ccccc2)c1=S,0.8,1,-6,-18,0,0,0,-17,-15,-19
COc1ccc(S(=O)(=O)Nc2ccccn2)cc1C,-1.0,0,-2,-1,-4,5,-1,14,9,-5
c1ccc(SCCN2CCN(c3ccccc3)CC2)cc1,1.1,1,5,30,3,-18,-1,5,48,-3
CCCn1c(SCC(=O)NCC2CCCO2)nc2c1c(=O)n(C)c(=O)n2C (stereo not drawn),-0.9,3,-4,-4,-6,12,2,-9,.,-12
O=C(CN1CCN(c2ccccn2)CC1)Nc1nc2ccccc2s1,-0.9,0,-2,1,-1,7,-4,-5,.,-10
COc1ccc(C(=O)N2c3cc4c(cc3C(C)=CC2(C)C)OCO4)cc1,-1.8,-2,-7,6,0,-17,-8,-3&8,-2,23&16
O=C(O)CCn1[nH]c(=O)c2ccccc2c1=O,-0.1,.,0,-2,-4,-29,3,-12,6,-17
CC(=O)NCCc1nc2ccccc2n1CCOc1ccccc1,-0.8,-1,0,-2,-3,1,-1,6,8,-19
CC(=O)Nc1ccc(C(=O)COC(=O)c2c(C)noc2C)c(F)c1,-0.3,8,-6,1,0,16,2,-4,.,1
Cc1nc(N2CCN(C)CC2)[nH]c(=O)c1Cc1cccc2ccccc12,0.3,-9,-2,-1,-3,-34,-6,11,.,2
CCOc1ccc(NC(=O)Cn2nnc(-c3ccccc3NC(=O)c3cccs3)n2)cc1,-1.4,.,1,3,-2,-2,52*,-14,-7,38
O=C(Nc1ccc(N2CCOCC2)cc1N1CCOCC1)c1ncoc1-c1cccc(F)c1,0.2,2,10,0,0,-31,0,-12,.,.
O=C(Nc1ccc(Cl)c([N+](=O)[O-])c1)c1ccco1,1.8,2,3,1,0,-16,5,-7,.,-5
CCSc1nnc(NC(=O)c2cc(-c3ccc(C)c(C)c3O)n[nH]2)s1,-1.0,.,-2,2,0,-3,-1,-1,-2,-20
CCCN(CCC)c1nc(Cl)nc(NCCN2CCOCC2)n1,0.0,-1,-5,-2,-1,21,-3,-2,-4,-3
# Later entries
SMILES,CDK5 inh,Wnt bcat act,HTR5A ag ctr,NSD2 HMT inh,V-ATPase pH,HTR5A inv ctr,dFosB act,PvdQ acylase,MITF act,SR-BI DiI inh
COc1ccccc1C(=O)NC(=O)Cn1nc(C)c([N+](=O)[O-])c1C,-0.1,1,-1,-3,3,3,-19,-8,3,-12
CC1CCCCC1NC(=O)NC(=O)COC(=O)c1cncc(Br)c1 (stereo not drawn),-6.8,-2,2,3,7,-5,-9,-8,6,-3
N/C(COc1ccc(Cl)cc1Cl)=N\O,1.4,2,1,1,1,13,6,1,.,0
CCN(CC)c1ccc(/C=N/NC(=O)CNC(=O)c2cccnc2)cc1,0.7,-2,-1,0,1,3,-3,-7,3,8
CCCN=C1N(C)C[C@@H]2[C@@H]3C(=O)N(Cc4ccccc4)C(=O)[C@@H]3[C@](C)(C(=O)OC)N12,2.0,.,-1,.,-2,5,-1,-5,2,.
CC(C)(C)NC(=O)C(c1cccs1)N(CC1CCCO1)C(=O)c1ccc(-c2ccccc2)[nH]1 (stereo not drawn),-0.3,.,-3,2,3,10,-20,-6,15,17
CCN1CCN(c2ncc(C(=O)N3CCCc4ccccc43)c3ccccc23)CC1,0.8,2,2,.,0,-4,-10,-10,9,6
CC(C)(C)c1ccc(/C=C(\C#N)C(=O)Nc2ccccn2)cc1,0.8,-2,3,-1,-1,-13,-13,1,7,26
CCSc1nnc(NC(=O)CSc2nnc(Cc3cccn3C)n2-c2ccc(C)cc2)s1,1.2,-4,-2,.,-2,-1,-16,3,-6,-7
Cc1cccc(C(C)C)c1NC(=O)COC(=O)C1CC(=O)N(Cc2ccccc2)C1 (stereo not drawn),-0.7,-1,2,-4,-9,1,0,-13,0,-9
CCc1ccccc1NC(=O)CN(C)C(=O)CSc1nnc(Nc2cccc(C)c2)s1,-0.1,-1,-8,-1,0,20,-4,-8,9,20
NC(=O)c1ccc(Oc2ccc3ccc(=O)oc3c2)c([N+](=O)[O-])c1,0.4,-2,-1,-6,8,33,-4,-11,-15,-11
CN(C[C@H](Cc1ccccc1)N(C[C@H](Cc1ccccc1)N(CCc1cc(C(F)(F)F)cc(C(F)(F)F)c1)N=O)N=O)N=O,-1.7,-4,1,.,-4,-14,-6,-15,12,-15
C/C=C\C(=O)Nc1cccc(C2=NOC3(C2)C[C@@H](C(N)=O)N(C(=O)COc2ccc(Cl)cc2)C3)c1 (stereo partly drawn),-2.7,1,-7,.,7,19,-4,-8,1,40
COc1ccc(CCNS(=O)(=O)c2ccc3c(c2)OCCO3)cc1,-0.6,.,-3,-1,-2,19,1,-8,5,-40
C=C1CCN([C@@H](Cc2ccccc2)C(=O)NC2CCN(Cc3ccccc3)CC2)S(=O)(=O)c2ccccc21,-0.3,-3,0,.,2,29,2,-10,-8,-9
O=C(OCn1nnc2ccccc2c1=O)c1ccc2ccccc2n1,0.8,.,-3,11,-3,0,-3,-5,-6,1
CCNC(=S)NNC(=O)c1cc(-c2ccc(OC)cc2)nc2ccccc12,9.0,.,0,6,-2,1,-16,-2,1,.
COc1ccc(S(=O)(=O)N2CCCOC2CNC(=O)C(=O)NCCc2ccco2)cc1C (stereo not drawn),3.0,-2,1,1,-2,-20,-4,-14,-9,5
O=C(CSc1nnc(-c2csc3c2CCCC3)o1)Nc1ccccc1,-1.5,-3,10,.,-1,-28,4,-19,25,0
Cc1nnc(SCC(=O)N2CCc3ccccc32)n1-c1ccccc1,0.6,-3,-1,3,0,3,-8,-4,4,-2
O=[N+]([O-])c1ccccc1S(=O)(=O)Oc1ccccc1/C=N/n1cnnc1,0.3,-2,-3,2,-1,9,-5,-5,-5,-18
CCOC(=O)Nc1ccc2c(CNC(C)c3ccccc3OC)cc(=O)oc2c1 (stereo not drawn),-5.4,0,-1,-4,0,-4,-10,-18,-2,.
CC(Cc1cccs1)NC(=O)Nc1cccc(Cl)c1 (stereo not drawn),-8.6,9,3,-8,-2,-6,-7,-11,27,-13
COc1cc(C2NCCc3c2[nH]c2ccccc32)ccc1OC(C)C (stereo not drawn),.,-2,.,21,.,.,.,12,.,6

# Quoted at random: 3 compounds from above, in no set order.
SMILES,CDK5 inh,Wnt bcat act,HTR5A ag ctr,NSD2 HMT inh,V-ATPase pH,HTR5A inv ctr,dFosB act,PvdQ acylase,MITF act,SR-BI DiI inh
CCN1CCN(c2ncc(C(=O)N3CCCc4ccccc43)c3ccccc23)CC1,0.8,2,2,.,0,-4,-10,-10,9,6
N/C(COc1ccc(Cl)cc1Cl)=N\O,1.4,2,1,1,1,13,6,1,.,0
COc1ccc(S(=O)(=O)N2CCCOC2CNC(=O)C(=O)NCCc2ccco2)cc1C (stereo not drawn),3.0,-2,1,1,-2,-20,-4,-14,-9,5

# The results go on:
SMILES,CDK5 inh,Wnt bcat act,HTR5A ag ctr,NSD2 HMT inh,V-ATPase pH,HTR5A inv ctr,dFosB act,PvdQ acylase,MITF act,SR-BI DiI inh
CC(=O)N1CCN(C(=S)c2cccc([N+](=O)[O-])c2)CC1,-1.1,-2,-3,-2,-1,3,-3,-5,-6,-4
O=C1C2C3C=CC(C4CC34)C2C(=O)N1c1ccc2c(c1)OCO2 (stereo not drawn),0.1,-14,4,.,-3,-10,-3,25,13,-6
CC(C)(C)c1ccccc1NC(=O)c1cccnc1,-0.6,0,0,-2,-1,7,-8,9,-1,-7
CC(/C=C/c1ccc2c(c1)OCO2)=N/NC(=O)c1ccc(C)nc1,-5.9,-3,3,-4,3,12,3,-5,-8,12
Cc1ccc2c(c1)C(=C(C#N)C#N)CCN2,3.7,-16,-1,1,3,3,-3,-9,-6,17
COC(=O)C1=C(C)N(Cc2ccccc2)C(=NCC2CC2)N[C@H]1c1ccccc1,-3.0,8,6,.,-3,-17,-7,-9,-10,9
Cc1cc(C(=O)COC(=O)c2ccc3c(c2)OCO3)c(C)n1CC1CCCO1 (stereo not drawn),-0.7,-2,2,-6,0,-5,1,-15,40,-20
O=C(COc1ccc(Br)cc1)Nc1ccc(C(=O)Nc2ccccc2C(=O)O)cc1,-0.9,1,2,9,1,-6,-6,12,-6,-18
c1ccc(Cn2nnnc2CN2CCN(c3ncccn3)CC2)cc1,0.3,.,-4,-5,-1,7,-11,-7,-11,-2
C=CCN1C(=O)c2ccc(C(=O)OCC(=O)N(CC)C3CCS(=O)(=O)C3)cc2C1=O (stereo not drawn),-1.7,4,-1,1,-2,2,0,1,16,-7
Cc1ccccc1OCC(=O)Nc1nnc(C2CC2)s1,0.3,-3,-2,-2,0,4,2,-18,26,-19
COc1ccc(CNC(=O)CCc2nnc3ccc(N4CCC5(CC4)OCCO5)nn23)cc1,1.8,-3,-1,2,1,-8,-1,-11,-2,2
COc1ccc(C(=O)Nc2ccccc2C(N)=O)cc1,-2.8,.,-2,1,1,-21,-10,-13,83*,-43
COc1ccc(NC(=O)CCS(=O)(=O)c2ccc3c(c2)NC(=O)C(C)S3)cc1OC (stereo not drawn),-1.2,-2,-2,-1,1,8,-11,-7,2,-22
Cc1cccc(Oc2ncnc(N)c2[N+](=O)[O-])c1C,-0.1,-2,1,-2,0,-2,-2,-20,6,6
CCOC(=O)C1CCCN(C(=O)c2cc(-c3ccc(F)cc3)nc3ccccc23)C1 (stereo not drawn),-0.3,-2,2,-5,1,-4,-7,7,5,70*
CC(=O)c1cccc(OCC(O)CNCCOc2ccc(C)cc2)c1 (stereo not drawn),0.3,-2,-1,5,-2,2,-5,-15,1,.
N#C[C@H]1C2OC2c2ccccc2N1C(=O)c1ccccc1 (stereo partly drawn),2.3,-3,1,.,1,-5,-2,0,.,-10
CC(=O)c1c(C)[nH]c(C(=O)N2c3ccccc3CC2C)c1C (stereo not drawn),1.8,1,-1,.,-6,2,-4,-4,.,72*
